Screening results: PubChem, several laboratories
Mdm2 ligase inh = blocks human Mdm2 ubiquitin ligase activity; 0.11% of 210,000 active; signal enhancement, % at 5 µM; Q00987; cell-based MDM2 ubiquitination luciferase reporter, 2 h; 0 = plate control, 100 = twice control, blank-subtracted;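 active means signal enhancement of 30% or more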;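 further: luminescence tracks abundance of the self-degrading MDM2-luciferase fusion protein; higher signal means inhibition of MDM2 E3 ligase activity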
Target sequence (Q00987 whole entry, looked up, the tested form may be a part): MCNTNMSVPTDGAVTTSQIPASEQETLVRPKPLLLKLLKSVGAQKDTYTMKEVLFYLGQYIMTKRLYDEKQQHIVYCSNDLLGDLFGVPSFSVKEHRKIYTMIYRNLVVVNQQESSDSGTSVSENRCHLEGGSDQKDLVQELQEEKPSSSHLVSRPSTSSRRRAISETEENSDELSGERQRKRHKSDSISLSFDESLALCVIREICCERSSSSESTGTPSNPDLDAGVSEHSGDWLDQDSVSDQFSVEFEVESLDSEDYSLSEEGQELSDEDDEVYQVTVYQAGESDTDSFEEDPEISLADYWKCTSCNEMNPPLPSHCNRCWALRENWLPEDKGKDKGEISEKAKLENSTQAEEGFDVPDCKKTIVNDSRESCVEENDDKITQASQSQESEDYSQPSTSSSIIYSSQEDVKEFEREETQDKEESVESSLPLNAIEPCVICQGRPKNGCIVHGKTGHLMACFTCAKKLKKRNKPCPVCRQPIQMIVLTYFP
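system = mammalian cells stably expressing self-ubiquitinating, self-degrading MDM2 E3–luciferase fusion | quantity = 2000 cells per well seeded | incubation = 4 h cell settling then 2 h compound exposure, 37 °C | signal = SteadyLite luminescence, 15 min reagent step | benchmarks = plate control and blank wells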
TNF death inh = inhibitors of TNF-alpha induced necroptosis in Jurkat FADD-/- cells | Jurkat FADD-/- TNF necroptosis rescue, ATP luminescence, 24 h; 0 = TNF only, 100 = no-TNF cells | 0.068% of 220,000 active | activation (protection from cell death), % at 10 µM;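 active means activation, meaning protection from cell death, of at least 50% relative to plate controls; inactive means activation below 50%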;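 further: necroptosis triggered by 40 ng/mL TNF-alpha added together with compound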
m-calpain inh = blocks pig calpain II enzyme activity | purified calpain II, fluorogenic peptide substrate, 30 min | inhibition, % at 16 µM | 0.37% of 220,000 active | AID 1236;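 active means inhibition above about 50%, limit read from the data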
Cl transport mod = KCC2 (human) Cl- transport modulation; Q9H2X9; B-score of Tl+ flux slope (higher = more flux/activation; lower = inhibition) at 10 µM; KCC2 cells, thallium flux FluoZin-2 fluorescence; 2.2% of 190,000 active;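 active means thallium flux slope and its plate-corrected score both differing from the plate sample mean at a set confidence after two filtering rounds, in either direction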;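 further: slope of fluorescence scaled to starting intensity during 10 to 20 s after thallium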
PERK inhibitor = blocks human PERK kinase; CHO PERK-DD fusion, SEAP luminescence translation reporter; 0.17% of 220,000 active; AID 1416; inhibition, % at 5.6 µM;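 active means inhibition above the mean inhibition of all tested compounds plus 3 SD, set separately per screening campaign, cut at about 2.9% in these data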;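 further: PERK kinase domain activated by AP20187 dimerizer at 100 nM; 0% = DMSO with dimerizer and 100% = rapamycin at 8.4 µM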
Rad51 HR inh = blocks human Rad51 in homologous recombination; Q06609; inhibition, % at 10 µM; hRad51 DNA strand exchange, fluorescence dequenching; 0.085% of 200,000 active;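 active means inhibition above 40% at the single screening dose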;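 further: 0% = DMSO control wells and 100% = blanks with heterologous ssDNA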
Target sequence (Q06609 whole entry, looked up): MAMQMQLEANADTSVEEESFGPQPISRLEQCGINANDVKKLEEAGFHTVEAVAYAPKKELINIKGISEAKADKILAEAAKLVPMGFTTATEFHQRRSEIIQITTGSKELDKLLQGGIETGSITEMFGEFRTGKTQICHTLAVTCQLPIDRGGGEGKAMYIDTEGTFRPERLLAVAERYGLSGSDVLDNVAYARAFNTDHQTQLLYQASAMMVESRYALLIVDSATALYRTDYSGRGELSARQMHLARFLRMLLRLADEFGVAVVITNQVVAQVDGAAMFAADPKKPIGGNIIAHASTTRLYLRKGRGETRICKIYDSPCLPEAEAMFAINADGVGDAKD
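System: human Rad51 nucleoprotein filaments preassembled on unlabelled ssDNA. Reagent: labelled 47-mer dsDNA for strand exchange. Schedule: 30-min compound preincubation and 15-min exchange, both room temperature. Measured by: FRET fluorescence dequenching, excitation 485 nm, emission 520 nm. Read-out: Fluorescence-based percent inhibition, control- and blank-normalised. Benchmarks: plate controls and plate blanks.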
eIF4E 4G PPI = eIF4E/eIF4G interaction inhibition in translation initiation | 0.37% of 220,000 active | TR-FRET eIF4E-eIF4GI(517-606) binding, 2 h | inhibition, % at 21.7 µM;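 active means inhibition above about 30%, limit read from the data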;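 further: 0% = full FRET control wells and 100% = background wells lacking eIF4GI fragment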
EBV gp42 block = inhibitors of Epstein-Barr virus glycoprotein 42. Fluorescence polarization binding assay, mP read-out. 0.42% of 220,000 active. inhibition, % (tested at 21.74 µM). AID 1085; in the data active means inhibition above about 50%
Target sequence (Q1HVG2 whole entry, looked up): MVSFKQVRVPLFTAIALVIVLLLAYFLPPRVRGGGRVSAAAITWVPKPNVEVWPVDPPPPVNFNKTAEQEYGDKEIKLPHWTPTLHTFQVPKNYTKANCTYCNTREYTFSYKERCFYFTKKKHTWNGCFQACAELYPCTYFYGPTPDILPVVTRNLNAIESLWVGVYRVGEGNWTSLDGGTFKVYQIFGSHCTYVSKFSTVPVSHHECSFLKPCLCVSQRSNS
zVAD death inh = L929 zVAD cell death inhibition | L929 zVAD necroptosis rescue, ATP luminescence, 24 h; with zVAD 60 µM | viability rescue, % at 10 µM | 0.38% of 220,000 active;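 active means activation, scaled between plate controls, above about 75%, limit read from the data; inactive means activation under that limit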;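 further: 0% = zVAD with DMSO and 100% = DMSO alone without zVAD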
* marks the source's active call; other numbers are inactive results; i = inactive; . = no result given; [ ] = dose if it differs, or a comment.

SMILES	Mdm2 ligase inh	TNF death inh	m-calpain inh	Cl transport mod	PERK inhibitor	Rad51 HR inh	eIF4E 4G PPI	EBV gp42 block	zVAD death inh
Cc1cccc(-n2c(Cc3ccccc3)nnc2SCc2ccc([N+](=O)[O-])cc2)c1	8.5	1.2	18.3	-1.74	-1.0	1.9	15.8	-9.8	-0.7
CCn1nc([N+](=O)[O-])c(C(C#N)c2nc3ccccc3n2C)c(Cl)c1=O (centres undefined)	-6.8	-2.0	-137.6	-2.29	1.1	0.6	12.0	-5.2	0.9
Cc1nc(C(=O)NCCC(C)C)sc1C1(C)CC(c2cccc([N+](=O)[O-])c2)=NO1 (centres undefined)	-0.2	2.9	42.1	0.134	.	-3.9	1.8	-8.8	-0.1
COCCNS(=O)(=O)c1ccc2c(c1)C(=O)c1cc(S(=O)(=O)NCCOC)ccc1-2	-11.4	0.2	29.9	.	0.9	6.9	-3.2	3.3	-0.2
O=C(c1cccc(C(F)(F)F)c1)N(c1ccccn1)C1CCCCC1	4.1	0.4	1.0	-0.362	0.6	-4.2	0.8	2.5	1.0
NC(=O)c1cnccn1	.	1.3	11.6	0.764	1.4	-7.6	0.2	-11.7	-0.4
CCOC(=O)c1ccc2[nH]c(C)c(CCC(C)=O)c(=O)c2c1	-2.9	1.2	-281.4	.	2.1	1.4	1.2	-11.2	2.0
O=C(NCc1ccc(F)cc1)C1(c2cccs2)CCOCC1	-6.9	0.5	9.4	0.0195	-0.2	8.6	1.4[fluorescence artefact?]	6.9	-0.6
CC(C)(C)C(=O)[C@@H]1[C@@H]2C(=O)N(Cc3ccccc3)C(=O)[C@@H]2[C@H]2c3ccccc3C=CN12	-16.2	-4.5	-55.2	-0.167	0.4	-2.7	-4.2	37.0	1.0
COC(=O)[C@H](CC(C)C)NC(=O)NCCCc1ccccc1	-5.7	1.1	3.3	-0.851	-0.1	.	0.5[fluorescence artefact?]	0.7	.
O=C(NC1CCCC1)C(c1ccncc1)N(Cc1ccccc1)C(=O)c1ccc(-c2ccccc2)[nH]1 (centres undefined)	-12.1	2.2	-80.1	-2.13	-0.9	-7.1	0.5[fluorescence artefact?]	-14.9	1.2
Cc1ccc(C)c(NC(=S)NCCCN2CCOCC2)c1	2.1	-2.0	-20.9	.	1.2	.	1.2	-2.2	0.5
CC1(C)Oc2ccc3ccc(=O)oc3c2/C(=C/N)C1=O	-6.9	-1.9	-8.8	-0.0759	-0.1	-2.0	0.5[fluorescence artefact?]	0.7	0.3
Cc1c(Cl)cccc1N(Cc1ccc(C(=O)O)cc1)S(=O)(=O)c1ccccc1	-1.6	-1.4	5.9	-1.14	-0.2	-75.0	4.1	-3.7	-0.9
c1ccc2c(NCC3CCCO3)nc(-c3ccncc3)nc2c1 (centres undefined)	-7.1	-1.7	-20.3	-0.183	-1.0	0.6	-2.4	-0.7	6.5
O=C(C1CCCN(S(=O)(=O)c2cccc3cccnc23)C1)N1CCN(c2ccc(F)cc2)CC1 (centres undefined)	-7.6	-2.8	25.2	.	-1.8	-6.9	0.6[fluorescence artefact?]	-4.5	0.1
Cc1cc(C)cc(-n2nnnc2SCC(=O)Nc2nc(-c3ccc(Cl)cc3)cs2)c1	-1.0	0.3	4.3	.	0.1	-6.3	-3.3	-18.7	-0.1
COc1cccc(Nc2ccccc2C(=O)O)c1	-7.6	-0.2	8.1	.	0.8	-7.0	0.8	-7.7	0.2
Cc1ccc2nc(/C(C#N)=C\c3ccc(OC(=O)c4cccs4)cc3)[nH]c2c1	-21.5	-18.2	-143.5	.	-0.3	-2.7	-33.2[fluorescence artefact?]	-11.3	7.0
NS(=O)(=O)c1cccnc1Nc1ccc(Cl)c(Cl)c1	-14.0	-1.3	17.8	-0.0103	0.7	.	10.0	3.0	-0.6
COc1ccccc1CNC(=O)C1CCCN(S(=O)(=O)c2c(C)[nH]c(=O)[nH]c2=O)C1 (centres undefined)	-12.5	0.3	-4.4	0.0982	-0.4	-1.4	1.1	-0.1	-0.7
Cc1ccc(C)c(NC(=S)N(Cc2ccc(Cl)cc2)Cc2ccc(C(=O)O)cc2)c1	-8.6	-0.3	32.2	-0.243	0.2	.	2.1	4.2	1.0
O=C1C(=O)N(Cc2cccc([N+](=O)[O-])c2)c2ccccc21	10.5	-3.0	-10.0	0.13	0.2	.	-2.0	-11.6	0.6
NC1=NC[C@H](Cc2ccc(O)cc2)N1CCC12CC3CC(CC(C3)C1)C2	7.2	-3.5	20.5	0.0111	.	-1.7	3.1	-0.1	-0.7
Cc1cccc(NC(=O)CCNC(=O)c2ccco2)c1	-6.9	1.4	-11.9	0.882	0.2	-3.7	3.6	-9.6	0.8

3 compounds from above, arranged by the number in Cl transport mod, highest first.
SMILES | Cl transport mod
NC(=O)c1cnccn1 | 0.764
NS(=O)(=O)c1cccnc1Nc1ccc(Cl)c(Cl)c1 | -0.0103
Cc1c(Cl)cccc1N(Cc1ccc(C(=O)O)cc1)S(=O)(=O)c1ccccc1 | -1.14

Later entries
SMILES	Mdm2 ligase inh	TNF death inh	m-calpain inh	Cl transport mod	PERK inhibitor	Rad51 HR inh	eIF4E 4G PPI	EBV gp42 block	zVAD death inh
O=C1c2ccccc2C(=O)N1Cc1cccnc1	-2.2	-0.2	26.9	-5.35*	1.1	-11.7	2.8	-9.3	-1.3
COc1ccccc1N(CC(O)Cn1nc(C)cc1C)S(=O)(=O)c1ccccc1 (centres undefined)	3.3	0.5	-14.2	.	0.7	.	-0.9	-3.4	-0.2
Oc1ccc(N=Nc2ccc(Br)cc2)c(O)c1	-8.5	-12.5	15.0	-3	1.5	-2.6	4.5	-5.8	1.0
COc1cccc(OCCOc2c(OC)cccc2OC)c1	-4.2	-3.3	29.9	-0.219	0.6	-3.5	-4.7	-2.2	-0.8
O=C(CCN1C(=O)c2ccccc2S1(=O)=O)Nc1ccc2c(c1)OCCO2	6.2	-1.3	5.5	0	0.5	-1.0	9.0	-16.2	0.0
O=C(Nc1cccc(Cl)c1)Nc1nc(-c2ccc(Cl)cc2)cs1	5.8	-2.8	10.1	0.13	0.6	-7.8	-21.4	-7.7	0.1
CC(NC(=O)CSc1ccccc1C(=O)O)C1CC2CCC1C2 (centres undefined)	-12.3	0.0	6.8	-0.714	1.7	-3.9	-3.9	-7.2	1.0
CC(C)c1ccc(NC(=O)N2CCc3ccccc3C2)cc1	-10.4	3.9	35.3	-1.31	2.2	-9.7	3.7	-29.6	75.8*
CC1CN(C(=O)c2ccccc2)c2ccccc2NC1=O (centres undefined)	0.5	0.4	13.3	0.292	0.7	7.3	-1.1	8.2	1.4
COc1ccccc1/C=C/C(=O)N1CCCC1	-2.7	0.5	-19.4	0.0284	1.0	1.6	-1.7[fluorescence artefact?]	-5.0	2.9
CSc1nnc2n(CCc3ccccc3)c(=O)c3c4c(sc3n12)CCCC4	.	-1.5	.	1.17	0.4	.	.	.	-0.1
COc1cc(OC)cc(-c2n[nH]c(=S)n2-c2ccc3c(c2)OCCO3)c1	-93.3	-0.6	7.4	0.727	0.7	-9.1	-2.7	-6.4	0.3
Cc1ccc(NC(=O)CCC(=O)NNC(=O)COc2ccccc2)c(C)c1	-2.5	1.1	15.6	1.23	0.2	1.8	4.0	6.3	0.1
Cc1cccc(OCC(=O)NNC(=O)c2cccs2)c1	-5.2	0.0	25.5	-0.957	0.3	10.2	-1.7	-4.9	0.3
Cn1c(=O)[nH]c(=O)c2c1nc(SCCO)n2CC(O)COc1ccccc1 (centres undefined)	-7.5	-0.6	37.8	.	0.2	10.5	0.0	-7.5	-0.5
CCOc1ccc(NC2C=CS(=O)(=O)C2)cc1 (centres undefined)	.	1.4	-9.8	-0.697	0.5	-7.0	-4.3	-15.6	-0.7
O=C(Cn1cc([N+](=O)[O-])nc1[N+](=O)[O-])N1CCN(c2ccccc2)CC1	-1.4	-2.9	-15.1	-0.0408	1.2	-3.5	1.8	-27.2	35.3
CCSc1nnc(NC(=O)c2cccnc2Cl)s1	.	-0.6	-6.4	0.656	0.1	-3.9	0.5	-17.2	-0.5
Cc1cccn2c(=O)c3cc(C(=O)NC4CCCC4)c(=N)n(C4CCCC4)c3nc12	-11.6	-6.5	-479.8	-1.73	-0.6	-2.9	-1.3	-10.3	-2.9
COc1nccnc1NS(=O)(=O)c1ccc(NC(=S)NC(=O)c2ccc(F)cc2)cc1	6.5	1.7	-1.4	0	-0.2	2.3	6.7	-0.6	0.6
CCCOP(=O)(OCCC)C(Nc1ccc(C(=O)O)cc1)c1ccccc1 (centres undefined)	9.0	-0.2	-66.8	-0.313	0.2	-1.3	4.0	-17.4	1.3
NS(=O)(=O)c1ccc(N2N=C(c3ccc(Br)cc3)CC2c2ccc(F)cc2)cc1 (centres undefined)	-10.1	-5.1	i	1.08	-0.5	-4.3	2.8[fluorescence artefact?]	-0.5	0.1
O=c1[nH]cc(C(F)(F)F)cc1NS(=O)(=O)c1ccccc1[N+](=O)[O-]	-19.7	-0.6	23.9	-0.00453	0.5	3.7	-4.0	-4.8	0.8
CC(C)CC(=O)Nc1ccc(-c2nc3ccccc3c(=O)o2)cc1	-0.3	1.0	9.7	2.58	-0.1	-4.7	-0.3	-10.1	0.3
Cc1cc(/C=C/C(=O)O)c(C)n1-c1ccc(Cl)cc1	2.3	0.4	-31.0	-0.0479	0.9	1.3	5.6	-13.3	1.4

Taken from above:
Entry for Cc1cccc(NC(=O)CCNC(=O)c2ccco2)c1 in Cl transport mod: 0.882
Entry for O=C(Cn1cc([N+](=O)[O-])nc1[N+](=O)[O-])N1CCN(c2ccccc2)CC1 in Rad51 HR inh: -3.5
Entry for CCn1nc([N+](=O)[O-])c(C(C#N)c2nc3ccccc3n2C)c(Cl)c1=O (centres undefined) in eIF4E 4G PPI: 12.0
Entry for Oc1ccc(N=Nc2ccc(Br)cc2)c(O)c1 in Cl transport mod: -3

(continued)
SMILES	Mdm2 ligase inh	TNF death inh	m-calpain inh	Cl transport mod	PERK inhibitor	Rad51 HR inh	eIF4E 4G PPI	EBV gp42 block	zVAD death inh
CC1CCC(=C(C#N)C(=O)Nc2cccc(Cl)c2)CC1 (centres undefined)	2.0	-0.4	28.1	0.871	-0.5	.	-4.4	-6.3	-0.1
Nc1ccccc1Nc1cc(-c2cccc(Cl)c2)nn1-c1ccccc1	-12.7	1.0	21.1	1.3	-0.1	-3.8	7.3	11.5	0.0
CCOC(=O)c1c(C)[nH]c(C(=O)COC(=O)c2ccc(F)c(S(=O)(=O)N3CCOCC3)c2)c1C	-2.5	-1.1	15.6	0.757	-1.0	-6.7	-16.6	1.6	0.0
COc1ccccc1-c1c(NC(=O)c2ccco2)n(-c2ccccc2)nc(C)c1=O	-1.2	-0.5	-10.7	.	0.1	-1.0	4.1	-11.3	-0.4
COc1cc(C2N=C(c3ccccc3)NO2)cc(Br)c1O (centres undefined)	-2.1	-0.9	-31.2	-0.506	-0.2	-5.7	-3.2	-8.1	1.3
Cc1ccc(S(=O)(=O)N2CCN(C(=O)c3ccc(Cl)nc3)CC2)cc1	6.5	1.1	-14.0	-0.0218	0.9	-4.1	0.9	-8.5	1.8
Oc1ccc(Br)cc1C=Nc1ccc(Cl)cc1	-5.9	-12.2	93.7*	-0.303	0.3	-9.2	4.2	-11.7	-0.5
c1cc2c(cc1C1CCCCC1)c1c3n2CCCNC3CCC1 (centres undefined)	-3.5	-16.5	42.4	-0.372	-1.1	0.7	9.7	0.8	-4.0
